# Screens from PubChem BioAssay.
# GAA850 FXN act: increases GAA850 frataxin promoter reporter activity; activation, % at 6 µM; AID 540364; 360,000 tested, 0.56% active; HEK293 lucGAA850 FXN promoter luciferase reporter, 24 h; percent of 10 µM SAHA response;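 active = activation above the average of all compounds screened plus 3 SD, cutoff fixed separately per campaign, cut at about 7.5% in these data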;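 also: 0% = DMSO wells and 100% = 10 µM SAHA wells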
# NR0B1 inh: inhibitors of human orphan nuclear receptor DAX1 (NR0B1) | P51843 | HEK293 Gal4-DAX1 luciferase reporter, luminescence | inhibition, % at 6.75 µM | 340,000 tested, 0.99% active | AID 504766;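 active = inhibition above the mean over all tested compounds plus 3 SD, cut at about 4.2% in these data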;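 also: 0% = DAX1-transfected cells with DMSO and 100% = empty-vector control cells with DMSO; inhibition shows as a rise in luminescence from relieved DAX1 repression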
# Target sequence (P51843 207-470 limits assumed): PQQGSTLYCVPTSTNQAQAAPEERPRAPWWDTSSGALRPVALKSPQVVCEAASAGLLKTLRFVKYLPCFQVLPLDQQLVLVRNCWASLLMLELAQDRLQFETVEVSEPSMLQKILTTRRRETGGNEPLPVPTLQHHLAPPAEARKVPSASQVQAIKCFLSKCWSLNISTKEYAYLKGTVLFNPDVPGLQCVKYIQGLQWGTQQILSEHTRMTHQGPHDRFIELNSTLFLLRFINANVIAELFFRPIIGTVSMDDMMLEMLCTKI
# Starred values were filed as active, the others as inactive; & = joins results of further samples. These rows are one share of the data. The share of hits here may be higher or lower than overall.
SMILES,GAA850 FXN act,NR0B1 inh
N#CCc1ccc(NC(=O)Nc2cccc3ccccc23)cc1,1.7,-0.3
CC(C)(C)OC(=O)n1cccc1/C=C1\c2ccccc2C(=O)N1c1ccccc1,-1.5,0.5
COC(=O)C[C@@H]1C[C@H]2c3cc(N(C)C)ccc3O[C@H]2[C@H](CO)O1,-1.8,1.3
CCCN(CCC)c1nc2c(C)cccn2c(=O)c1/C=C1/SC(=S)N(Cc2ccco2)C1=O,2.1,-0.4
CC(C(=O)N1CCCc2c1c(=O)oc1ccc(O)cc21)N1CCc2ccccc2C1 (stereo not drawn),-2.1,-0.7
COc1cc(C(Nc2ccccn2)c2ccc3ccc(C)nc3c2O)cc(OC)c1O (stereo not drawn),0.3,-2.0
C/C(=N\Nc1ncc(Cl)cc1Cl)c1ccccn1,-8.5,-2.3
COC(=O)C1=C(C)N(Cc2ccccc2)C(=NCCc2cccnc2)N[C@H]1c1ccccc1,-10,1.0
Cc1ccc2nc(NC(=O)C3CCN(c4ncnc5sc(C)c(C)c45)CC3)sc2c1,-0.1,0.7
CC(=O)Nc1cccc(-c2cnc(N)c(C(=O)c3cccnc3)n2)c1,-7.9,-0.6
CC1=NOC(=O)/C1=C\c1ccc(-c2cccc(Cl)c2)o1,-0.2,-1.1
Cc1csc(NC(=O)C2CCCCC2)n1,4.2,0.7
CCc1cc(=O)[nH]c(SCc2cccc3ccccc23)n1,1.5,-0.2
Cc1c(Cc2ccccc2)sc(/N=C/c2c(O)ccc3ccccc23)c1C(N)=O,1.8,-1.5
CC(=O)c1c(O)cc(O)c(C(C)=O)c1O,0.5,1.6
CC(C)(C)c1ccc(C(=O)N2CCN(CCNC(=O)C(=O)NCc3ccc(Cl)cc3)CC2)cc1,0.4,-1.8
N#C/C(=C/c1ccc(OCc2ccc(C(=O)O)cc2)cc1)C(=O)Nc1ccccc1,3.2,0.8
Cc1ccc(CCNC(=O)c2cccc(N3CCCC3=O)c2)cc1,2.2,0.2
C=C[C@]1(C)C=C2CC[C@H]3[C@@](C)(CCC[C@@]3(C)C(=O)O)[C@@H]2CC1,1.0,0.7
COc1ccc(OC)c(NC(=O)c2cc(S(=O)(=O)N3CCCCC3)c[nH]2)c1,2.1,-0.3
O=C(NCc1ccccc1)c1ccc(NC2=NC3CS(=O)(=O)CC3S2)cc1 (stereo not drawn),-0.2,0.4
COc1ccc(C(=O)Nc2cc(Cl)ccc2OC(=O)c2ccc(OC)cc2)cc1,5.9,0.8
COc1ccc(NC(=O)/C(Cl)=C(/Cl)S(=O)(=O)Cc2ccc(C)cc2)cn1,-15,-3.7
Cc1ccc(S(=O)(=O)c2nnn3c2nc(NC2CCN(Cc4ccccc4)CC2)c2ccccc23)cc1C,-8.0,0.2
CCCN(C(=O)CCNC(=O)Cn1cnc2ccccc2c1=O)c1cccc(Cl)c1,1.3,-0.4

# New compounds follow:
SMILES,GAA850 FXN act,NR0B1 inh
CN(C)c1ccc(N=Cc2ccco2)cc1,0.1,1.6
NCCCC[C@@H](C(=O)NCCCCCCCCCCC(=O)N1CCNCC1)n1cc(CCCC(=O)O)nn1,-0.4,0.4
Oc1cccc(N2Cc3ccccc3C2)c1,0.4,1.7
C#CCOCCOCCOCCNc1nc(N2CCN(C(=O)[C@H]([C@@H](C)CC)n3cc([C@@H](N)CC(C)C)nn3)CC2)nc(N2CCN(C(=O)[C@H](CCCCN)n3cc([C@@H](N)CO)nn3)CC2)n1,-1.3,0.7
CCN1C(=O)[C@H]2[C@@H](c3ccc(-c4ccc(C(C)=O)cc4)cc3)N[C@@](C)(C(=O)OC)[C@H]2C1=O,0.5,1.2
CCCn1c(C2CCCN2c2nc(-c3ccc(OC)cc3)cs2)nc2ccccc21 (stereo not drawn),-2.1,0.1
CC(=O)Oc1cccc(N2C(=O)c3ccc(C(=O)Nc4c[nH]c(=O)[nH]c4=O)cc3C2=O)c1,2.2,-0.2
COc1ccc(C2=CC3=C(Br)C(=O)C(C)(OC(=O)c4ccco4)C(=O)C3=CO2)cc1 (stereo not drawn),-0.4,0.6
COCc1cc(=O)oc2cc(NC(=O)c3ccc(C(C)(C)C)cc3)ccc12,0.9,-1.7
CCN1C(N(C)CCc2c[nH]c3ccccc23)=N[C@@H](c2cccc(C(F)(F)F)c2)C(C(=O)OC)=C1C,-5.0,1.7
COc1cc2c(cc1OC)C(c1ccc(-c3cc(Cl)ccc3Cl)o1)=NCC2,0.2,-1.5
COc1ccc(C(=O)Nc2cc(Cl)ccc2Cl)c(OC)n1,2.7,0.4
Cn1c(CSc2nc3ccccc3s2)nnc1SCC(=O)NCCN1CCOCC1,0.8,-0.3
O=C1c2ccccc2-c2onc3ccc(NCc4ccco4)c1c23,-0.8,-0.5
COc1ccc(C[C@@H]2OC3(C=CC(=O)C=C3)O[C@H]2Cc2ccc(OC)cc2)cc1,-15,-5.7
CNC(=O)CCn1nc(-c2ccc(C)cc2)c2ccccc2c1=O,0.3,-0.1
Cc1ccc(C(=O)Nc2cccc(C(F)(F)F)c2)cc1NC(=O)c1csc(-c2ccncc2)n1,4.0&3.0,-1.8&-0.6
CCN1CCc2c(sc(NC(=O)c3ccc(S(=O)(=O)N(C)c4ccccc4)cc3)c2C(=O)NC)C1,0.5,-0.2
CC(C)SC1=NC(C)(C)C=C(/C=C/c2c(Cl)cccc2Cl)N1,0.6,0.0
Cc1cc(OC(=O)c2ccco2)c(Sc2ccccc2[N+](=O)[O-])c(=O)o1,1.6,2.5
C/C(=N\Nc1nc(-c2ccccn2)nc2ccccc12)c1ccc(F)cc1,0.8,-1.7
O=C(Cc1ccc(S(=O)(=O)N2CCOCC2)s1)Nc1ccc(S(=O)(=O)N2CCCCC2)cc1,-1.6,-2.0
CN(C)CCC(O)(c1ccccc1)c1ccccc1,-0.6,-1.6
C=C(C)C(=O)Nc1cccc(C2=NOC3(C2)C[C@H](C(N)=O)N(C(=O)C(c2ccccc2)c2ccccc2)C3)c1 (stereo partly drawn),0.5,-0.2
Clc1ccc(Nc2nc(NCCN3CCOCC3)nc(N3CCOCC3)n2)cc1,-1.1,-1.0

# New compounds follow:
SMILES,GAA850 FXN act,NR0B1 inh
CCOc1cc(NC(=O)c2ccco2)c(OCC)cc1NC(=O)CCC(=O)NCc1cccnc1,-0.1,-0.3
CCOC(=O)Cn1nc(-c2ccc(F)cc2)cc(Cc2ccccc2)c1=O,3.4,-0.1
N#C/C(=C\c1ccco1)C(=O)NCc1ccccc1,0.3,0.8
C#CCOCCOCCOCCNc1nc(N2CCN(C(=O)[C@H]([C@@H](C)CC)n3cc([C@@H](N)CC(C)C)nn3)CC2)nc(N2CCN(C(=O)[C@H](CCCCN)n3cc([C@@H](N)C(C)CC)nn3)CC2)n1 (stereo partly drawn),0.4,-0.2
Cn1nc(C(=O)NCCCN2CCCCC2)c2c1-c1ccccc1S(=O)(=O)C2,1.8,0.8
Cc1cc(-c2csc(NC(=O)c3ccc(=O)n(C)n3)n2)c(C)n1CC1CCCO1 (stereo not drawn),0.4,0.1
CN1C(=O)c2oc3ccccc3c(=O)c2C1c1ccncc1 (stereo not drawn),0.6,1.0
Cc1ccc(Nc2cc(C)nn2-c2nc(C)cc(=O)[nH]2)cc1,-15,-5.2
O=C(CN1CCN(CCOCCO)CC1)N1c2ccccc2Sc2ccc(Cl)cc21,2.5,-0.8
CC1=NN(c2ccc(C(=O)O)cc2)C(=O)/C1=C/c1ccc(-c2ccccc2F)o1,-0.4,0.7
O=C(CN1CCN(S(=O)(=O)c2ccc(Cl)cc2)CC1)c1ccc(O)c(O)c1,3.8,-0.1
O=c1[nH]cnc2sc3c(c12)CN(Cc1ccccc1)CC3,-0.5,0.7
CCOC(=O)C1=C(C2=CCCCC2)c2ccc(OC)cc2N(S(=O)(=O)C(F)(F)F)C1C(=O)OCC (stereo not drawn),2.9,-1.4
O=C(Cn1nnc(-c2ccc([N+](=O)[O-])cc2)n1)NNC(=O)c1ccccc1,2.6,0.2
CCOc1cccc2cc(C(=O)NCc3ccccc3)c(=N)oc12,1.1,1.0
Cc1ccc(NS(=O)(=O)c2cc([N+](=O)[O-])ccc2NNC(=S)Nc2cccc(Cl)c2)c(C)c1,3.0,0.3
Cc1ccc2c(c1)c1cccc3c1n2CCN3CCC(N)=O,-1.5,3.5
CCn1cc(Br)c(C(=O)Nc2sc3c(c2C(N)=O)CCCC3)n1,-0.7,0.6
CCN(C(=O)Cc1c(C(=O)O)[nH]c2ccccc12)c1ccc(OC)cc1,1.1,-0.2
CCC(=O)N1CCc2cc(Br)cc(S(=O)(=O)NCc3ccco3)c21,0.4,-0.6
C=CCCc1ccc(C#N)c(SCc2c(C(=O)OCC)c3cc(OC(C)=O)c(Br)cc3n2C)n1,-4.6,-0.8
CCOCCCNC(=O)C(NC(=O)c1ccccc1O)c1ccc(Cl)cc1 (stereo not drawn),-3.1,0.0
CCN1CCN(c2sc(S(C)(=O)=O)nc2S(=O)(=O)c2ccc(Cl)cc2)CC1,-2.9,0.2
Cn1nc(-c2ccc(Cl)cc2)c2cc(C(=O)N3CCN(c4ccccn4)CC3)sc21,-0.7,0.4
CCCCn1c(N)c(N(CC(C)C)C(=O)c2cc3c(s2)CCC3)c(=O)[nH]c1=O,0.5,0.1

# Following part
SMILES,GAA850 FXN act,NR0B1 inh
CC(C)N=C1CCCC1C(=S)SSC(=S)C1CCCC1=NC(C)C (stereo not drawn),-11,-3.4
COc1ccc2cc(C(=O)Nc3c(C)n(C)n(-c4ccccc4)c3=O)sc(=O)c2c1OC,1.7,1.0
CC1=NN(C(C)C)C(=O)C1,1.1,-0.2
CCN1CCN(C(=O)c2cc3c(s2)-c2c(C)cccc2OC3)CC1,3.4,5.9*
Cc1[nH]n(-c2ccccc2)c(=O)c1/C=N/NC(=O)c1ccc(O)cc1O,1.8,0.1
c1ccc(-c2sc3ccccc3c2-c2ccc(OCCN3CCOCC3)cc2)cc1,0.8,0.3
Oc1c(CN2CCc3ccccc3C2)cc(Cl)c2cccnc12,-1.5,0.2
O=C1OC[C@H](Cc2ccc3c(c2)OCO3)/C1=C\c1ccc2c(c1)OCO2,-2.5,-1.9
O=C1c2cccnc2C(=O)N1Cc1ccc(S(=O)(=O)N2CCOc3ccc(Cl)cc32)cc1,0.1,0.6
CCc1cc(-c2[nH]ncc2-c2ccc([N+](=O)[O-])cc2)c(O)cc1OC,1.0,-1.0
COc1ccccc1CNS(=O)(=O)c1ccc2[nH]cc(C(=O)O)c(=O)c2c1,-0.1,0.2

# Molecules listed so far with a Cl atom, in the order listed:
SMILES,GAA850 FXN act,NR0B1 inh
C/C(=N\Nc1ncc(Cl)cc1Cl)c1ccccn1,-8.5,-2.3
CC1=NOC(=O)/C1=C\c1ccc(-c2cccc(Cl)c2)o1,-0.2,-1.1
CC(C)(C)c1ccc(C(=O)N2CCN(CCNC(=O)C(=O)NCc3ccc(Cl)cc3)CC2)cc1,0.4,-1.8
COc1ccc(C(=O)Nc2cc(Cl)ccc2OC(=O)c2ccc(OC)cc2)cc1,5.9,0.8
COc1ccc(NC(=O)/C(Cl)=C(/Cl)S(=O)(=O)Cc2ccc(C)cc2)cn1,-15,-3.7
CCCN(C(=O)CCNC(=O)Cn1cnc2ccccc2c1=O)c1cccc(Cl)c1,1.3,-0.4
COc1cc2c(cc1OC)C(c1ccc(-c3cc(Cl)ccc3Cl)o1)=NCC2,0.2,-1.5
COc1ccc(C(=O)Nc2cc(Cl)ccc2Cl)c(OC)n1,2.7,0.4
CC(C)SC1=NC(C)(C)C=C(/C=C/c2c(Cl)cccc2Cl)N1,0.6,0.0
Clc1ccc(Nc2nc(NCCN3CCOCC3)nc(N3CCOCC3)n2)cc1,-1.1,-1.0
O=C(CN1CCN(CCOCCO)CC1)N1c2ccccc2Sc2ccc(Cl)cc21,2.5,-0.8
O=C(CN1CCN(S(=O)(=O)c2ccc(Cl)cc2)CC1)c1ccc(O)c(O)c1,3.8,-0.1
Cc1ccc(NS(=O)(=O)c2cc([N+](=O)[O-])ccc2NNC(=S)Nc2cccc(Cl)c2)c(C)c1,3.0,0.3
CCOCCCNC(=O)C(NC(=O)c1ccccc1O)c1ccc(Cl)cc1 (stereo not drawn),-3.1,0.0
CCN1CCN(c2sc(S(C)(=O)=O)nc2S(=O)(=O)c2ccc(Cl)cc2)CC1,-2.9,0.2
Cn1nc(-c2ccc(Cl)cc2)c2cc(C(=O)N3CCN(c4ccccn4)CC3)sc21,-0.7,0.4
Oc1c(CN2CCc3ccccc3C2)cc(Cl)c2cccnc12,-1.5,0.2
O=C1c2cccnc2C(=O)N1Cc1ccc(S(=O)(=O)N2CCOc3ccc(Cl)cc32)cc1,0.1,0.6
